Fh CTSL1 inh: Fasciola hepatica cathepsin L1 inhibitors, primary screen, counter-screen for PFM18AAP inhibitor project, biochemical, QFRET, fluorogenic peptide substrate; recombinant F. hepatica cathepsin L1, Z-Leu-Arg-MCA fluorescence; inhibition, % at 5.96 µM; 300,000 compounds, 0.49% hits;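 active = inhibition above the mean of all tested compounds plus 3 SD, set per screening campaign, cut at about 17% in these data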;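 also: 0% = plate median of test compound wells and 100% = 1 µM Z-Phe-Ala-diazomethylketone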
core dimer inh: inhibitors of HCV core protein dimerization, primary screen, biochemical, TR-FRET, high-throughput; TR-FRET GST/Flag-core106 dimerization, 1536-well; inhibition, % at 5 µM; 300,000 compounds, 0.33% hits;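 active = inhibition above the mean of all tested compounds plus 3 SD, set per screening campaign, cut at about 45% in these data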
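assay system = GST-tagged and Flag-tagged HCV core protein residues 1-106 | controls = unlabelled core106 and no-GST-core106 wells | incubation = compound-protein-antibody incubation 4 h at 22.5 °C | probe or stimulus = Eu donor and XL665 acceptor anti-tag antibodies | read-out = % inhibition based on acceptor/donor emission ratio | signal = TR-FRET 671 and 617 nm emission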
procasp7 counter: procaspase-7 activators, primary screen, counter-screen for procaspase-3 activator project, biochemical, absorbance, HTS, human; activation, % at 8.5 µM; 330,000 compounds, 0.093% hits; recombinant procaspase-7, Ac-DEVD-pNA absorbance 405 nm; D23A/D198A/D206A triple mutant, cannot self-cleave; scale: DMSO 0, 5 µM enzyme 100; AID 463210, 2010; Caspase-7 (Homo sapiens), P55210;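 active = percent activation above the screen-wide mean plus 3 SD, cut at about 25% in these data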
Target sequence (P55210 whole entry D23A/D198A/D206A): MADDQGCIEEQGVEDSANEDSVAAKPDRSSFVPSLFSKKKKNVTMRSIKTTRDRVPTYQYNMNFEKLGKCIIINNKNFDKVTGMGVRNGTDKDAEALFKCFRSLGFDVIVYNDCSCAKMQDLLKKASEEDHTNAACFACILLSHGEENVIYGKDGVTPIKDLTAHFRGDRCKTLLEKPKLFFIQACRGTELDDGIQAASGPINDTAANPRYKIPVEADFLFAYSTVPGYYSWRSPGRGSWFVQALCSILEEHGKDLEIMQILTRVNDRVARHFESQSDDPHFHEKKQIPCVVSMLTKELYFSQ
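Assay system: Uncleavable procaspase-7 mutant enzyme / Input: 2 µM procaspase-7 mutant as dispensed / Dosing: single nominal 8.5 µM compound dose, 0.8% DMSO final / Timing: 1 h enzyme–compound preincubation and 2 h substrate reaction, both 25 °C / Detection: p-Nitroaniline absorbance at 405 nm, read at 0 and 120 min / Replication: singlicate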
GASC-1 inh: inhibitors of GASC-1 histone demethylase, primary screen, biochemical, fluorescence, DELFIA europium; Lysine-specific demethylase 4C (Homo sapiens), Q9H3R0; 330,000 compounds, 0.069% hits; inhibition, % at 2.35 µM; GST-JMJD2C(1-420) H3K9me3 demethylation;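 active = more than half of a compound's replicate wells show inhibition beyond 50%, single wells judged on their own value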;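 also: signal counts dimethyl H3K9 product captured on neutravidin plate; 0% = median of DMSO wells and 100% = 0.3 times that DMSO median; strong numbers were not always called active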
Target sequence (Q9H3R0 1-420 limits assumed): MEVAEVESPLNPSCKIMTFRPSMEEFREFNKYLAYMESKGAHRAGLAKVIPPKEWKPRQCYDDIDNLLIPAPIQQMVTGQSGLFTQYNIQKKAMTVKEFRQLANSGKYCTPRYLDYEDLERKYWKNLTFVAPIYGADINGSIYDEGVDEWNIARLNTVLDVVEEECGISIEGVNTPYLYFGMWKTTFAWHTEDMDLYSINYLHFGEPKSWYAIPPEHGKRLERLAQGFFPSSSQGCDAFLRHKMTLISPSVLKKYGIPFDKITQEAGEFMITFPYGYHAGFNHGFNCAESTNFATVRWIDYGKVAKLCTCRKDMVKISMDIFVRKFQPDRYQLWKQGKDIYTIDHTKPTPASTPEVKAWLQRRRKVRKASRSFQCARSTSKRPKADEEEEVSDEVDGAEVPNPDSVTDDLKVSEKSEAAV
PP1 counter: PP1-alpha phosphatase inhibitors, primary screen, counter-screen for PP5 inhibitor project, biochemical, fluorescence, OMFP substrate, single point. inhibition, % at 6.7 µM. purified PP1alpha. AID 2235, 2010. 320,000 compounds, 0.9% hits;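 active = inhibition above the mean inhibition of all tested compounds plus 3 SD, computed separately for each screening campaign, cut at about 15% in these data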
Target sequence (P62136 whole entry, looked up): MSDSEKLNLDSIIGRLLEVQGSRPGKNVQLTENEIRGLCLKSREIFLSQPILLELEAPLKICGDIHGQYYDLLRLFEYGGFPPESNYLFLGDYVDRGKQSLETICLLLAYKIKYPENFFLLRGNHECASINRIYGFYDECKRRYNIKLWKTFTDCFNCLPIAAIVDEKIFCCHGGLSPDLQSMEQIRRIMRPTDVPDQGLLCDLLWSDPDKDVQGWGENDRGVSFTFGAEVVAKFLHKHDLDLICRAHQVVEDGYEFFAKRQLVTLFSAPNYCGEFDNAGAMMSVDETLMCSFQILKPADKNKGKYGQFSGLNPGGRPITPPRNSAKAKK
proCasp3 act: activators of human procaspase-3 D3A mutant, primary screen, biochemical, absorbance, PC-3 D3A mutant, single concentration. 330,000 compounds, 0.11% hits. Caspase-3 (Homo sapiens), P42574. AID 463141, 2010. recombinant procaspase-3 D3A, Ac-DEVD-pNA absorbance 405 nm. activation, % at 8.5 µM;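 active = activation above the mean of all tested compounds plus 3 SD, cut at about 21% in these data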;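 also: 0% = DMSO alone and 100% = DMSO wells spiked with extra 5 µM PC-3 D3A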
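Technique: 405 nm absorbance of p-nitroaniline, reads at 0 and 120 min; Test system: Procaspase-3 D3A mutant; Incubation: 1 h enzyme-compound preincubation, then 2 h substrate reaction, 25 °C; Repeats: singlicate, each compound tested once; Benchmarks: low control DMSO wells, high control DMSO plus 5 µM PC-3 D3A.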
TPT1 inh: Candida albicans TPT1 enzyme inhibitors, primary screen, biochemical, fluorescence polarization. inhibition, % at 5 µM. tRNA 2'-phosphotransferase TPT1 (Candida albicans SC5314). 300,000 compounds, 0.81% hits. AID 1962, 2009. recombinant caTPT1, FP RNA substrate dephosphorylation;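 active = inhibition above the mean of all tested compounds plus 3 SD, set per screening campaign, cut at about 24% in these data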;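 also: plate controls were DMSO alone for no effect and ferristatin control at 100 nM for full effect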
Efflux pump mplx: inhibitors of Candida efflux pumps in yeast, primary screen, S. cerevisiae, Nile Red, multiplex. S. cerevisiae Candida pump triplex. inhibition, % at 10 µM. 330,000 compounds, 0.44% hits;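 active = plate passing quality check with inhibition over a set limit, or well fluorescence over plate mean plus 4 SD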;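 also: Nile Red retained in pooled yeast measured as flow cytometry median fluorescence; 0% = buffer negative control and 100% = Enniatin B positive control; higher means more Nile Red kept so more efflux inhibition; some compounds called inactive have numbers as strong as hits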
PP5 inh: PP5 phosphatase inhibitors, primary screen, biochemical, fluorescence; purified PP5c, OMFP substrate fluorescence; inhibition, % at 6.7 µM; 320,000 compounds, 0.18% hits; AID 1987, 2009;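 active = inhibition above the campaign's mean inhibition across all tested compounds plus 3 SD, cut at about 9.5% in these data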;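 also: 0% = DMSO only and 100% = 100 µM cantharidin control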
* marks the source's active call; other numbers are inactive results; i = inactive; nt = not tested or not shown.

Each structure is followed by: Fh CTSL1 inh, core dimer inh, procasp7 counter, GASC-1 inh, PP1 counter, proCasp3 act, TPT1 inh, Efflux pump mplx, PP5 inh
#1 CC1CN(C(=S)SCCN2C(=O)CCC2=O)CC(C)O1 (stereo not given)
 : -1, 0, -1, 0, -3, 2, -3, 0.1, 0.5
#2 COc1ccc(C(=O)NCC(c2ccccc2)N2CCCC2)cc1S(=O)(=O)N1CCOCC1 (stereo not given)
 : nt, nt, -2, -7, -3, 3, nt, 0.0, -1.7
#3 CC(C)Cn1c(N)c(C(=O)COC(=O)c2cnccn2)c(=O)n(C)c1=O
 : -1, 9, -1, 2, 0, -12, 7, 0.2, 1.4
#4 CSCCC(NC(=O)C1CCC(C)CC1)C(=O)Nc1ccc(NC(C)=O)cc1 (stereo not given)
 : 1, -2, -1, -2, 0, 3, -1, 0.3, 1.9
#5 O=C(Cn1nnc2ccccc21)c1ccc(Cl)cc1
 : -2, -1, 5, 0, 7, 7, 1, 0.1, 0.7
#6 CCN(CC)C(=O)CSCC(=O)Nc1ccccc1
 : 1, 4, 8, 6, -2, 10, -4, -0.2, 1.1
#7 CN1CCN(c2oc(-c3ccccc3Cl)nc2S(=O)(=O)c2ccccc2)CC1
 : 1, 6, -4, -1, 5, -4, -1, 0.0, 3.9
#8 COc1ccccc1NS(=O)(=O)c1cc(NC(=O)c2sccc2C)ccc1N1CCCC1
 : -1, 29, -26, 3, 6, -19, 2, 0.0, 3.9
#9 Cc1c(C(=O)NC(=S)Nc2ccc(N3CCOCC3)cc2)cccc1[N+](=O)[O-]
 : -1, 1, 10, -7, -3, 2, -3, -0.2, -0.3
#10 Nc1nonc1-c1noc(N2CCCCC2)n1
 : 1, 0, 0, -5, 0, -7, 2, 0.0, 1.0
#11 COc1ccccc1C(C)NCC(=O)NCc1ccc(C)cc1 (stereo not given)
 : 1, 0, 9, -2, 1, -2, 1, 0.0, -0.3
#12 CCCN(CCC)S(=O)(=O)c1cccc(C(=O)Nc2ccc3c(c2)OCO3)c1
 : -11, 5, 1, -8, 2, 1, -1, 0.8, 0.9
#13 O=C(c1ccc(Cl)c(S(=O)(=O)N2CCCCCC2)c1)N1CCN(CCO)CC1
 : 0, -1, -2, 5, -1, -1, 0, 0.0, -2.3
#14 O=C(CSc1cccc[n+]1[O-])Nc1ccc(N2CCOCC2)cc1
 : 4, 2, -15, i, -3, -4, -1, 0.1, 1.1
#15 COc1ccc(S(=O)(=O)N2CCN(C(=O)c3cccnc3)CC2)cc1OC
 : -5, -6, -5, 6, 4, 5, -3, -0.1, -1.6
#16 COc1ccc(C2CC(c3cccs3)=NN2C(=O)CSc2nncn2C)cc1OC (stereo not given)
 : 3, -1, 1, 2, -1, -3, -3, 0.0, 0.9
#17 Cc1c(Cl)ccc2sc(NC(=O)c3ccco3)nc12
 : 0, -4, 1, 20, 0, -4, 2, 0.0, 3.8
#18 O=C1c2ccccc2NC(c2ccccc2)N1NS(=O)(=O)c1ccccc1 (stereo not given)
 : 3, 14, 3, -9, -1, 4, -1, 0.1, 0.5
#19 CCOC(=O)c1cc(C)nc(S(C)(=O)=O)c1C#N
 : -2, 1, -1, 7, 2, -5, 2, -0.1, 1.8
#20 COC(=O)C1=CN(C)C=C(C(=O)OC)C1c1ccc(O)c(OC)c1
 : -3, -1, 1, -5, -7, 0, -6, 0.0, 0.4
#21 O=C(c1ccc2c(=O)n(Cc3ccc4c(c3)OCO4)c(=O)[nH]c2c1)N1CCN(c2ccccc2)CC1
 : -3, 11, 1, 6, -2, 1, -4, -0.1, 1.4
#22 CC(=O)c1c(C(C)=O)c(C)n(C2CCCCC2)c1C
 : 0, -3, 7, 3, -3, -2, 1, -0.2, 0.7
#23 CCC(C)(C(=O)NC1CCCCC1)N(C(=O)Cc1cccs1)c1ccccc1 (stereo not given)
 : -4, 8, -1, 2, -5, -4, 68*, 0.0, -1.1
#24 CCOC(=O)c1[nH]c2ccc(F)cc2c1NC(=O)CCN1CCOCC1
 : 2, 7, 7, 0, 1, -2, -2, -0.1, 1.1
#25 CC(C)(C)NC(=O)C(=O)NCc1ccccn1
 : 1, -3, 3, 17, -2, 11, 3, 0.0, 1.4
#26 C=C1SC(=Nc2c(C)cc(C)cc2C)N(C(=O)c2sc3ccccc3c2Cl)C12CCCCC2
 : 1, 29, 7, 2, -3, 1, 1, 0.2, -2.7
#27 Cc1cc(SCC(=O)N/N=C/c2ccc(O)c(O)c2)c(C)cc1Br
 : 0, 1, -7, -13, 1, -18, 0, -0.2, 0.7
#28 COc1cccc(CNC(=O)Cn2c(=O)oc3cc(S(=O)(=O)N4CCCCC4)ccc32)c1
 : 9, 6, -8, -4, -1, 2, 1, -0.1, 0.8
#29 CCOc1cc([N+](=O)[O-])cc2c1C(=O)Nc1ccccc1O2
 : -6, 29, 4, 3, 3, 10, 30*, 0.2, 4.9
#30 O=S(=O)(Nc1ccc2cn[nH]c2c1)c1cc(Br)ccc1Br
 : nt, nt, 3, 3, nt, 9, nt, -0.1, nt

(listing goes on)
Each structure is followed by: Fh CTSL1 inh, core dimer inh, procasp7 counter, GASC-1 inh, PP1 counter, proCasp3 act, TPT1 inh, Efflux pump mplx, PP5 inh
#31 C/C(N)=C(/C#N)C(=O)CSc1nc2ccccc2c(=O)n1Cc1ccc(C)cc1
 : 0, 4, 4, -14, 4, -3, -2, 0.0, 2.0
#32 Nc1nc2c3ccccc3nc(Cc3ccccc3)n2n1
 : 0, -1, 14, 0, 2, 1, -1, 0.0, 1.3
#33 O=C(CNC(=O)c1ccc(Cl)cc1Cl)OCC(=O)c1ccc2c(c1)OCCO2
 : -13, -4, 12, -20, -3, 8, -4, -0.1, 0.3
#34 CCOC(=O)c1sc(-c2ccc(Br)cc2)cc1N
 : 3, 19, 9, 150, 1, 0, -2, 0.0, 4.2
#35 O=C(N/N=C/C(Cl)=C/c1ccccc1)c1ccccc1F
 : 4, 5, 6, -15, 0, 1, 1, -0.1, -1.4
#36 COC(=O)c1ccc(Oc2c(C)oc3c(CN4CCN(C)CC4)c(O)ccc3c2=O)cc1
 : 1, 1, 11, 2, 7, 0, 0, 0.2, 3.6
#37 O=C(O)c1cccc(S(=O)(=O)NCCc2ccccc2)c1
 : 5, -3, 5, 4, -2, -1, -4, -0.2, -1.8
#38 CCOc1ccc(C(=O)C(C)OC(=O)C2CCN(c3ccc(C(F)(F)F)cn3)CC2)cc1 (stereo not given)
 : 2, -2, 5, 12, 1, -9, 2, -0.1, 2.5
#39 CCCc1nnc(NC(=O)CCC(=O)N2CCN(c3ccccn3)CC2)s1
 : 0, 2, 14, 0, -3, -5, 2, 0.0, -1.1
#40 Cc1ccc(S(=O)(=O)n2nc(C)cc2N)cc1
 : -2, -8, 10, 74, 2, 1, -2, 0.0, -0.1
#41 CCOc1ccc(N2Cc3ncccc3C2=O)cc1
 : -5, 3, -2, 14, -3, -5, 2, 1.7, 6.4
#42 CCCN(CC(=O)Nc1ccccc1C)C(=O)c1ccc(C(=O)c2ccccc2)cc1
 : 2, 3, -5, -5, -2, -8, 1, 0.1, 2.4
#43 O=C(OCC(=O)c1cccs1)c1ccccc1
 : -4, -6, 6, 2, -6, -1, -4, 0.0, -0.5
#44 O=C1CCCC/C1=C/Nc1ccc(S(=O)(=O)Nc2ncccn2)cc1
 : 6, 0, 10, 0, -3, 0, 0, 0.1, -0.4
#45 CNC(=O)/C(C#N)=C/c1ccc(-c2nc3ccccc3s2)o1
 : 5, 3, 7, -2, -1, 8, -5, 0.0, -2.0
#46 O=C(Nc1ccc(F)cc1)NC1(C(=O)NCc2ccco2)CCCCC1
 : 0, -3, 7, 22, -2, -3, -1, 0.1, -0.3
#47 Cc1nc(N)nc(COc2ccccc2)n1
 : -3, 0, 3, -9, -1, -8, 0, -0.1, 0.4
#48 CN(C)S(=O)(=O)c1ccc(S(=O)(=O)NC2CCOC(C)(C)C2)cc1 (stereo not given)
 : 11, 1, -2, 14, 5, 9, -2, -0.2, 1.6
#49 COc1ccc(CNS(=O)(=O)c2cc(-c3cc(C)no3)ccc2C(C)C)cc1
 : 3, 9, 7, 15, 2, 0, -3, 0.0, 4.3
#50 Cc1ccc(C)c(N(C)S(=O)(=O)c2ccc3[nH]cc(C(=O)NCCN4CCOCC4)c(=O)c3c2)c1
 : -3, 1, 4, 3, 1, 4, -1, -0.1, 1.0
#51 CCn1c(SCC(=O)Nc2oc(-c3ccccc3)c(-c3ccccc3)c2C#N)nnc1-c1cc(OC)cc(OC)c1
 : 2, 25, 13, 4, 14, 5, -2, 0.1, 2.4
#52 COCCOC(=O)C1=C(C)NC2=C(C(=O)CC(C)(C)C2)C1c1ccc2c(c1)OCO2 (stereo not given)
 : 2, 9, -2, -12, 1, 5, -2, 0.1, 2.9
#53 O=C(O)c1cnc(-c2ccccc2)nc1-c1ccccc1
 : 4, -10, -5, 19, -3, -13, 4, 0.0, -1.8

3 of the entries above in order of the PP5 inh value, descending.
entry	mol	core dimer inh	GASC-1 inh	proCasp3 act	TPT1 inh	Efflux pump mplx	PP5 inh
42	CCCN(CC(=O)Nc1ccccc1C)C(=O)c1ccc(C(=O)c2ccccc2)cc1	3	-5	-8	1	0.1	2.4
33	O=C(CNC(=O)c1ccc(Cl)cc1Cl)OCC(=O)c1ccc2c(c1)OCCO2	-4	-20	8	-4	-0.1	0.3
39	CCCc1nnc(NC(=O)CCC(=O)N2CCN(c3ccccn3)CC2)s1	2	0	-5	2	0.0	-1.1

Assay outcomes as filed in PubChem BioAssay.
